TCR-CD3 inh: inhibitors of human TCR-CD3 interaction; 360,000 tested, 0.37% active; TAMRA-labeled TCR probe fluorescence, biochemical; inhibition, % at 9.4 µM; AID 651800; in the data active = inhibition above about 19%;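 also: recombinant mutant TCR 2C K166C tagged with TAMRA read by polarization; 0% = receptor in buffer alone and 100% = receptor with positive control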
mABHD4 FP: inhibits mouse alpha/beta hydrolase domain 4; 370,000 tested, 0.54% active; inhibition, % at 8.92 µM; Q8VD66; purified mABHD4, FP-Rh probe fluorescence polarization;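 active = inhibition exceeding the mean over every tested compound plus 3 SD, cut at about 30% in these data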;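 also: 0% = plate median of compound wells and 100% = S159A mutant with DMSO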
Target sequence (Q8VD66 whole entry, looked up, the tested form may be a part): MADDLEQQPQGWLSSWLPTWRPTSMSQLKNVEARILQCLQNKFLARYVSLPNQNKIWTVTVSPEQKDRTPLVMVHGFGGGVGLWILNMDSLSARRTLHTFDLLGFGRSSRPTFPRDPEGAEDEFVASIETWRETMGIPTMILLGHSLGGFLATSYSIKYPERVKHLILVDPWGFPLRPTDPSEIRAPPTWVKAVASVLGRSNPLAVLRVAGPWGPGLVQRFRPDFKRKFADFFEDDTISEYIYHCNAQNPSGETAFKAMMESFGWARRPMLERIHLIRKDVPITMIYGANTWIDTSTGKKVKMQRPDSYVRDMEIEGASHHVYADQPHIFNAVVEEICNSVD
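Doses – 8.92 µM, single dose · Material – wild-type mouse ABHD4 protein · Replication – single well per compound (singlicate) · Measure – percent inhibition of probe binding, normalized to plate controls · Schedule – 45 min compound pre-incubation plus 60 min probe step, 25 °C · Detection – fluorescence polarization with parallel and perpendicular emission, 525/598 nm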
Tn7 DDE FP: inhibitors of Tn7 peptide binding to human fibrin DD(E); P02675; FP displacement of FITC-Tn7 peptide from fibrin DD(E); 0% = median of compound wells per plate; inhibition, % at 8.3 µM; 370,000 tested, 0.13% active; AID 720508;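 active = inhibition above the mean of compounds falling within the control limits plus 3 SD of them, cut at about 14% in these data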;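 also: 0% = plate median of compound wells and 100% = 10 µM Aha-Tn7 peptide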
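System: human fibrin DD(E); quantity: Fibrin-DD(E) at 2 µM final; also added: fluorescent Tn7 probe at 0.1 µM; compound dosing: single nominal test concentration of 8.3 µM per compound; schedule: 10 min preincubation, 3 h with tracer, room temperature; detection: fluorescence polarization of the labelled Tn7 tracer; repeats: one replicate per compound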
HTRA1 inhibitor: inhibitors of human serine peptidase HTRA1; AID 504803; recombinant HTRA1, FP-rhodamine activity-based probe, fluorescence polarization; Q92743; 340,000 tested, 0.5% active; inhibition, % at 5.96 µM; in the data active = inhibition above about 36%;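 also: 0% = enzyme with DMSO and 100% = wells lacking enzyme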
PRMT1 inh: PRMT1 (human) inhibition, primary screen. Q99873. recombinant PRMT1, activity-based probe fluorescence polarization. inhibition, % at 2.79 µM. 370,000 tested, 1.3% active. AID 652257;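 active = inhibition above about 21% made by adding two undisclosed values, limit read from the data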
Target sequence (Q99873 whole entry, looked up): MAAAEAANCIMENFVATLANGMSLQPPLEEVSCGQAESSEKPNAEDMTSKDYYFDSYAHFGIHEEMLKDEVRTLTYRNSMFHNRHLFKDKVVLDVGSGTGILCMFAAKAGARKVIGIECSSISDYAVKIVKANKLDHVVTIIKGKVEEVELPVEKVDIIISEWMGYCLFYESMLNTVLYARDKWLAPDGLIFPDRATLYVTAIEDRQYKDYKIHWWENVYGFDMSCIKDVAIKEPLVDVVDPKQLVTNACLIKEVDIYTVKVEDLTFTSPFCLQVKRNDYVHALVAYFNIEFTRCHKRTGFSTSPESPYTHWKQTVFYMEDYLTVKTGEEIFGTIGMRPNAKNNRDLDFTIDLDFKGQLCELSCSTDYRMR
TDP2 inh: blocks human TDP2 phosphodiesterase activity | O95551 | recombinant TDP2, T5PNP hydrolysis, p-nitrophenol absorbance 415 nm | inhibition, % at 12.8 µM | 370,000 tested, 0.34% active;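 active = inhibition above the mean of all tested compounds plus 3 SD, set per campaign, cut at about 25% in these data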;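 also: 0% = DMSO with enzyme and 100% = buffer with substrate but no TDP2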
Target sequence (O95551 whole entry, looked up): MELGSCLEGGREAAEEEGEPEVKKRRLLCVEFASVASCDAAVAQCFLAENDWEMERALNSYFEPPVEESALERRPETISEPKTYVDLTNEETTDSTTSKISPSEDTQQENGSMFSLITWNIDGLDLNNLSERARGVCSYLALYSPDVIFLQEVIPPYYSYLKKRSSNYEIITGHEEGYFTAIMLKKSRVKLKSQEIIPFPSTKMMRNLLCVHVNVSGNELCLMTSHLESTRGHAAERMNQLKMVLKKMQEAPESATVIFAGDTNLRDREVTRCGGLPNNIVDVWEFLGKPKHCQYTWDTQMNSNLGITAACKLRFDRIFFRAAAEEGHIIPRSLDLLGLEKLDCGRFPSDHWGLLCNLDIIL
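System – recombinant human TDP2 · Quantity – TDP2 enzyme at 120 nM final · Doses – single concentration, 12.8 µM nominal, with 1% DMSO · Incubation – 2 h at 37 °C · Measured by – epi absorbance of p-nitrophenol freed from T5PNP by hydrolysis · Read-out – % inhibition relative to enzyme-containing and enzyme-free wells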
SIAE primary: blocks human sialic acid acetylesterase. Q9HAT2. SIAE FP-Rh probe binding, fluorescence polarization. inhibition, % at 9.66 µM. 370,000 tested, 0.69% active. AID 1053197;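 active = inhibition above a cutoff: mean of compounds within the control limits plus 3 SD of those, cut at about 17% in these data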;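 also: 0% = plate median of compound wells and 100% = probe without SIAE protein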
LEDGF integ inh: blocks HIV-1 LEDGF/p75-dependent DNA integration; TR-FRET IN-LEDGF/p75 DNA integration, Eu/Cy5; inhibition, % at 3.7 µM; 370,000 tested, 0.64% active; AID 743269;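 active = inhibition above the screen-wide mean plus 3 SD, cut at about 13% in these data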;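 also: signal is the Cy5 over europium emission ratio at 671 and 618 nm; 0% = plate median of compound wells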
PG9 Ab binder: binds the HIV-1 gp120 antibody PG9; 360,000 tested, 0.43% active; AID 624416; TR-FRET gp120-PG9 antibody binding; inhibition, % at 6.7 µM; in the data active = inhibition above about 8.5%
UHRF1 MBD2 ctr: human UHRF1 methylated DNA binding inhibitors; inhibition, % at 4.4 µM; Q96T88; 370,000 tested, 0.75% active; UHRF1 binding to methylated oligo, TR-FRET; in the data active = inhibition above about 21%;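 also: UHRF1 SRA domain binding a hemimethylated CpG hairpin DNA probe; 0% = median of test compound wells and 100% = reference inhibitor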
The depositor's hits bear a star; nt = no result given.

Results follow in this order: TCR-CD3 inh	mABHD4 FP	Tn7 DDE FP	HTRA1 inhibitor	PRMT1 inh	TDP2 inh	SIAE primary	LEDGF integ inh	PG9 Ab binder	UHRF1 MBD2 ctr
COc1ccc(S(=O)(=O)N2CCN(CC(=O)NC(C)c3cccs3)CC2)cc1 (centres undefined)
  -7	7	-2	1	3	-1	3	-3	0.8	1
Cc1ccc(S(=O)(=O)NCCC(=O)OCC(=O)Nc2cccc(S(=O)(=O)NC3=NCCCCC3)c2)cc1
  7	3	2	3	2	-2	-9	0	-0.4	-1
Cc1cccc(-c2noc(-c3csc([C@@H]4C[C@H](O)[C@@H](CO)O4)n3)n2)c1
  -2	-3	5	nt	0	-6	-6	-2	-1.4	1
CN(C(=O)CSc1nnc2ccccn12)C1CCS(=O)(=O)C1 (centres undefined)
  -5	-6	5	6	1	-7	4	-3	-0.3	3
CC(C)CN(C(=O)CN(C)C(=O)c1ccco1)c1c(N)n(CC(C)C)c(=O)[nH]c1=O
  7	5	-5	3	0	1	0	3	0.1	-1
Cc1c(O)ccc(C(=O)CN2CCN(Cc3ccc4c(c3)OCO4)CC2)c1O
  7	-1	1	4	4	-12	3	-6	-0.9	4
CC(OC(=O)CCN=C1NS(=O)(=O)c2ccccc21)C(=O)Nc1ccc(S(N)(=O)=O)cc1 (centres undefined)
  2	6	-2	-2	-1	5	-1	-1	1.3	-1
CCOC(=O)c1cc(-c2nnc(SCC(=O)Nc3ccc(F)cc3)o2)c(C)nc1C
  2	5	0	0	3	0	-8	-1	1.8	0
CN(C)CC(=O)N[C@@H]1C[C@@H]2O[C@@H](CO)CC[C@@H]2O[C@@H]1CCc1ccc(C#Cc2ccccc2)cc1
  nt	-1	8	nt	1	0	1	0	nt	3
CC(C)c1ccc(C(=O)Nc2ccc(S(=O)(=O)NC3=NCCCCC3)cc2)cc1
  -2	-6	2	-20	2	0	-2	0	-1.0	0
CCCCn1c(N)c(N(CC(C)C)C(=O)c2cc(S(=O)(=O)N3CCOCC3)ccc2Cl)c(=O)[nH]c1=O
  -3	-6	0	1	6	4	5	-2	0.0	0
N/C(=N\OC(=O)CCCOc1ccc(Cl)cc1Cl)c1ccncc1
  2	-4	-5	-6	0	-10	-2	3	-0.1	-1
O=c1c2cc3cc(Cl)ccc3nc2ncn1N1CCCCC1
  nt	-4	6	nt	-6	-14	-6	7	nt	-3
O=C(c1ccc(C(=O)N2CCOCC2)nc1)N1CCOCC1
  5	5	-1	7	-1	-5	-5	-1	-1.6	-2
CCOc1ccc(NC(=O)CSc2ccc(-c3cccnc3)nn2)cc1
  -2	-7	8	-3	2	9	3	2	0.6	-2
COC(=O)c1ccc(COc2cccnc2[N+](=O)[O-])cc1
  -9	-10	3	-6	6	-12	-5	-2	-1.0	3
C[C@H]1CN(C(=O)OC(C)(C)C)CCN1c1ccc(N2CC[C@H](O)C2)c(C#N)c1
  1	1	-2	nt	-1	4	5	6	-3.3	-6
CC1=NN(c2ccccc2)C(=O)C1C(=O)c1cc([N+](=O)[O-])cc([N+](=O)[O-])c1 (centres undefined)
  6	5	-2	4	-1	47*	6	4	0.3	-9
O=C(CCCCCn1c(=O)[nH]c2ccsc2c1=O)N1CCN(C2CCCCC2)CC1
  -3	5	-2	6	5	6	1	-4	-1.8	-2
CC(C)c1ccccc1NC(=O)COc1ccc(C(=O)NCCc2ccccc2)cc1
  1	-1	-1	-2	1	-3	-8	-3	-2.4	2
COc1cc(C(=O)Nc2cccc(-c3nncn3C)c2)cc(OC)c1OC
  2	15	0	1	2	2	2	0	0.3	1
CCC(=O)N1c2ccc(S(=O)(=O)CCC(=O)N3CCn4c3nc3ccccc34)cc2CC1C (centres undefined)
  3	3	-4	0	-3	-2	0	4	0.6	-2
COc1ccc(CN2CCN(C(C)C)C(CCO)C2)cc1Cn1cccn1 (centres undefined)
  -7	-4	-8	6	-7	3	0	4	1.4	-3
Oc1ccccc1Oc1ncc(Br)c(N2CCOCC2)n1
  2	-3	-1	0	-1	-18	3	-4	-0.1	3
CCC(CC)CC1CN2CCc3cc(OC)c(OC)cc3C2CC1(O)CC (centres undefined)
  1	4	-1	-2	6	-4	1	2	-2.0	-1
CC1(C)CC(N2CCC(=O)N(C3CC(C)(C)NC(C)(C)C3)C2)CC(C)(C)N1
  5	-3	-6	-4	-1	3	-4	0	0.0	-1
CCOC(=O)C1NN=C(C(=O)c2ccccc2)C1c1ccc(Cl)cc1 (centres undefined)
  -1	-4	1	-25	4	-4	-1	-2	-0.4	2
O=C(COC(=O)c1cc(Cl)nc(Cl)c1)NCc1ccc2c(c1)OCO2
  -4	11	3	-5	2	9	-1	-4	2.2	-1
O=C1c2ccccc2C2(c3ccccc3)N1CCN2C(=O)C(Cl)(Cl)Cl (centres undefined)
  5	-5	1	-12	1	11	-6	-4	0.8	0
Cc1cc(C)n2nc(SCc3nc4ccccc4[nH]3)nc2n1
  -6	5	8	3	4	-5	-1	-4	1.5	5

(more compounds)
Results follow in this order: TCR-CD3 inh	mABHD4 FP	Tn7 DDE FP	HTRA1 inhibitor	PRMT1 inh	TDP2 inh	SIAE primary	LEDGF integ inh	PG9 Ab binder	UHRF1 MBD2 ctr
COC(=O)c1[nH]c2cc(OC)ccc2c1NC(=O)CCN1CCSCC1
  0	12	8	10	1	17	9	11	-1.8	-3
O=C(Cn1cnc2ccccc21)N/N=C/c1cccc([N+](=O)[O-])c1
  -3	-4	7	4	-4	-9	6	7	-1.1	2
CN1CCN(c2ccc(NC(=O)CN3CCOCC3)cc2F)CC1
  -2	-2	0	1	2	-9	2	-1	0.4	4
CCCCOc1ccc(C(=O)NNC(=O)C2C3C=CC(C3)C2C(=O)O)cc1 (centres undefined)
  4	1	3	-20	2	5	-7	-1	-1.8	0
FC(F)(F)c1nc(N2CCN(c3ccccc3)CC2)nc2c1CCCCC2
  3	2	4	0	1	2	6	-2	1.0	1
Cc1cc(C)cc(C(=O)NC(=S)Nc2ccc(Cc3ccncc3)cc2)c1
  0	1	-4	-1	4	9	-2	-2	0.8	1
COc1ccc(CNC(=O)c2csc(Cc3ccc(OC)cc3)n2)cc1
  -5	-6	-4	-13	-2	11	10	1	-2.8	-1
O=[N+]([O-])c1cc(O)c2ncccc2c1
  0	9	-4	nt	5	-5	5	1	-0.4	2
Cc1cc(C)cc(N2C(=O)c3nccnc3C2=O)c1
  -3	-3	-4	-3	-1	0	5	-3	-2.7	-1
Cc1ccc(OCCNC(=O)C2CC(=O)N(c3ccc(C)cc3)C2)cc1 (centres undefined)
  2	-4	-7	-1	-4	-6	6	1	-0.7	3
COc1ccc(OCC(=O)NC2CC(C)(C)NC(C)(C)C2)cc1
  -5	-1	-1	-6	1	0	9	6	0.6	1
O=[N+]([O-])c1ccc(COc2ccc(CN3CCOCC3)cc2)cc1
  1	-2	3	3	-1	11	11	-5	-0.7	-2
O=S(=O)(Nc1cc(F)ccc1F)c1cccc2nonc12
  5	-3	-3	8	1	20	8	2	-1.3	0
COc1ccc(CC(=O)NC(C)c2ccc(Cl)c(Cl)c2)cc1S(=O)(=O)N1CCOCC1 (centres undefined)
  6	-4	1	-1	-3	-2	-1	3	-0.6	1
CN(Cc1ccccc1)C(=O)c1ccc(NC(=O)Cc2ccc(NC(=O)C3CCCN(S(=O)(=O)c4cccc([N+](=O)[O-])c4)C3)cc2)cc1 (centres undefined)
  -5	4	1	0	5	2	-10	0	-0.9	0
Cc1cccc(OCCCC(=O)NNC(=O)c2ccc(F)cc2)c1
  -2	-4	-8	-1	-1	-11	-2	5	-2.5	-1
Cc1cc(C)nc(-n2nc(C)c(Sc3ccc(F)cc3)c2N)n1
  1	-3	5	-5	2	-2	1	4	-1.3	-3
COc1ccc(-c2cncc3nccn23)cc1OC
  -4	6	1	nt	3	13	5	-3	1.8	-3
O=C(NNC(=O)C1CCC1)c1ccccc1
  2	5	1	6	-1	0	0	1	-0.6	1
CCc1nnc(NC(=O)c2cccc(S(=O)(=O)N(C)c3ccc(OC)cc3)c2)s1
  7	-8	6	-9	-3	6	8	2	-1.2	-2
Cc1ccccc1C(=O)N1CCC(C(=O)Nc2cc(C(F)(F)F)ccc2N2CCCC2)CC1
  3	-11	-1	1	-3	-14	11	2	-0.5	1
C=CCNC(=S)N(Cc1ccccc1)Cc1ccc(F)cc1
  -1	3	-3	-19	4	0	4	-3	-2.0	-1
CN(C)CCCN(Cc1cc2cc3c(cc2[nH]c1=O)OCO3)C(=S)Nc1ccccc1
  -8	-6	2	-2	5	-3	-2	-4	1.8	6
CCCCn1c(N)c(N(CCC(C)C)C(=O)COC(=O)c2ccccc2)c(=O)[nH]c1=O
  -12	2	-7	-3	-1	14	-2	-4	0.6	1
COc1ccc(CN(C)CC(=O)Nc2ccccc2C(F)(F)F)c(OC)c1
  7	13	3	-1	1	10	20*	1	-0.9	1
CC(=O)N1CCN(C(=S)NC(=O)c2c(-c3ccccc3Cl)noc2C)CC1
  -6	-1	2	6	3	7	4	0	-0.4	-1
CCSc1nnc(N(CCC#N)CCC#N)s1
  6	-16	1	0	-2	3	2	1	-0.8	3
O=C(CSc1nnc(COc2cccc3ccccc23)o1)N1CCN(C(=O)c2ccco2)CC1
  3	2	-4	-8	-1	-5	7	1	-2.3	2
CCCCN1CC(COCc2ccccc2)Oc2cccc(Oc3ccc(SC)c(C)c3)c2S1(=O)=O (centres undefined)
  5	1	4	nt	1	7	1	-2	-3.2	23*
CCNC(=S)Nc1ccc2c(c1)oc1ccccc12
  4	-6	5	-3	-4	-8	4	0	-3.1	-1

Following part
Results follow in this order: TCR-CD3 inh	mABHD4 FP	Tn7 DDE FP	HTRA1 inhibitor	PRMT1 inh	TDP2 inh	SIAE primary	LEDGF integ inh	PG9 Ab binder	UHRF1 MBD2 ctr
OC1(C2(O)CC(c3ccccc3)ON2)CCCCC1 (centres undefined)
  -1	-1	-1	4	3	11	0	-1	0.1	-1
CC(C)N(C(=O)[C@H]1CC(CC(=O)NCCC2=CCCCC2)C(=O)N2CCc3c([nH]c4ccccc34)[C@]12C)C(C)C (some centres undefined)
  -4	-4	1	2	5	-6	3	-3	-0.7	-2
Cc1c(Cl)cccc1NC(=O)CSc1nc(=O)n(CCCN2CCOCC2)c2c1CCC2
  -5	-2	2	8	0	1	0	2	-2.2	1
O=C(Nc1cccc(C(=O)N2CCCCC2)c1)c1ccccc1Br
  3	2	0	4	-9	-2	7	2	0.1	-1

Screening results as filed in PubChem BioAssay.

The order is random; 4.2% or so of the library scored in one or more.
